Screening results: PubChem, Sanford-Burnham Center for Chemical Genomics
SENP6 block: inhibitors of human SENP6 protease; Recombinant SENP6 catalytic domain, aminoluciferin luminescence; 330,000 compounds, 1.8% hits; inhibition, % at 10 µM; Q9GZR1;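 active means inhibition above about 50% at the single tested dose, limit read from the data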;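 further: plate controls were DMSO wells with enzyme for no effect and DMSO wells lacking enzyme for full effect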
PfG6PD inh: PfG6PD (Plasmodium falciparum) enzyme inhibition; AID 504690; 350,000 compounds, 0.78% hits; inhibition, % at 20 µM; PfGluPho enzyme, NADPH resazurin-diaphorase fluorescence;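 active means inhibition reaching at least a set limit at 20 µM in the primary screen, cut at about 59% in these data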;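 further: 0% = DMSO wells with substrate and 100% = DMSO wells lacking glucose-6-phosphate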
SENP8 block-1: SENP8 protease inhibition | 330,000 compounds, 1.2% hits | AID 2540 | purified SENP8, Z-RLRGG-aminoluciferin cleavage, luminescence | inhibition, % at 10 µM; in the data active means inhibition above about 50%
Target sequence (Q96LD8 whole entry, looked up): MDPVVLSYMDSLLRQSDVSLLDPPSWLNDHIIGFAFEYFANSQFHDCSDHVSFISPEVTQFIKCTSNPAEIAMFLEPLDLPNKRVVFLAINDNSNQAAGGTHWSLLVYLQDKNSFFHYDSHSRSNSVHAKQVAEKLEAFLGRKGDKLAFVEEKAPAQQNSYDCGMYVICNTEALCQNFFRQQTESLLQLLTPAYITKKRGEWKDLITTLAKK
Apaf-1 inh: blocks human Apaf-1 apoptosome activity; inhibition, % at 20 µM; reconstituted apoptosome caspase-3 activity, DEVD-Rh110 fluorescence; AID 489030; O14727; 330,000 compounds, 0.71% hits; active means inhibition of at least 40% at 20 µM;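 further: plate controls were DMSO wells for no effect and DEVD-CHO caspase inhibitor wells for full effect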
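Material: biochemical Apaf-1 apoptosome reconstitution. Medium: Hepes buffer, pH 7.5. Also added: cytochrome c activation, bis-DEVD rhodamine 110 substrate. Timing: 30 min compound preincubation, 50 min activation, room temperature. Measured by: rhodamine 110 fluorescence at Ex 480/Em 540 nm.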
SENP8 block-2: inhibitors of human SENP8 protease; Q96LD8; recombinant SENP8, Nedd8 substrate fluorescence; inhibition, % at 20 µM; 360,000 compounds, 0.64% hits; AID 602440; in the data active means inhibition mostly above about 40%, no sharp cut-off; inactive means mostly below about 27%
SENP7 inh: SENP7 protease inhibition; recombinant SENP7, Z-RLRGG-aminoluciferin luminescence, 40 min; inhibition, % at 5 µM; Q9BQF6; AID 434973; 330,000 compounds, 1.5% hits;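 active means inhibition above about 50% at the single test dose, limit read from the data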;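 further: plate controls were DMSO with enzyme for no effect and no enzyme buffer wells for full effect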
SENP1 FRET inh: blocks the human SENP1 SUMO protease catalytic domain; Q9P0U3; recombinant SENP1 catalytic domain, CyPet-SUMO1-YPet FRET cleavage; inhibition, % at 10 µM; 360,000 compounds, 0.21% hits; AID 624204;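 active means inhibition at least 30% at 10 µM, raw YFP signal under a set limit, fluorescence ratio 0.5 to 1.5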;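 further: 0% = enzyme with DMSO and 100% = no enzyme wells; some results filed as inactive read as strong as hits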
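Material: hSENP1 catalytic domain, recombinant; medium: Tris pH 8 with BME, BSA, NP40 and catalase; compound: single concentration of 10 µM compound, 0.5% DMSO final; technique: FRET read of cyan and yellow fluorescence; timing: 50 min enzyme reaction, room temperature, light-protected; reagent: SFCypet-SUMO1-SFYpet substrate at 25 nM; control set: no-enzyme low, enzyme-DMSO high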
HKDC1 inhibitor: inhibitors of human hexokinase HKDC1; Q2TB90; recombinant HKDC1, G6PDH/diaphorase resazurin coupled fluorescence; inhibition, % at 20 µM; 340,000 compounds, 0.16% hits; AID 493160;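 active means inhibition above about 35% when tested at 20 µM, limit read from the data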;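 further: plate controls were DMSO wells with enzyme for no effect and DMSO wells lacking enzyme for full effect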
Target sequence (Q2TB90 whole entry, looked up): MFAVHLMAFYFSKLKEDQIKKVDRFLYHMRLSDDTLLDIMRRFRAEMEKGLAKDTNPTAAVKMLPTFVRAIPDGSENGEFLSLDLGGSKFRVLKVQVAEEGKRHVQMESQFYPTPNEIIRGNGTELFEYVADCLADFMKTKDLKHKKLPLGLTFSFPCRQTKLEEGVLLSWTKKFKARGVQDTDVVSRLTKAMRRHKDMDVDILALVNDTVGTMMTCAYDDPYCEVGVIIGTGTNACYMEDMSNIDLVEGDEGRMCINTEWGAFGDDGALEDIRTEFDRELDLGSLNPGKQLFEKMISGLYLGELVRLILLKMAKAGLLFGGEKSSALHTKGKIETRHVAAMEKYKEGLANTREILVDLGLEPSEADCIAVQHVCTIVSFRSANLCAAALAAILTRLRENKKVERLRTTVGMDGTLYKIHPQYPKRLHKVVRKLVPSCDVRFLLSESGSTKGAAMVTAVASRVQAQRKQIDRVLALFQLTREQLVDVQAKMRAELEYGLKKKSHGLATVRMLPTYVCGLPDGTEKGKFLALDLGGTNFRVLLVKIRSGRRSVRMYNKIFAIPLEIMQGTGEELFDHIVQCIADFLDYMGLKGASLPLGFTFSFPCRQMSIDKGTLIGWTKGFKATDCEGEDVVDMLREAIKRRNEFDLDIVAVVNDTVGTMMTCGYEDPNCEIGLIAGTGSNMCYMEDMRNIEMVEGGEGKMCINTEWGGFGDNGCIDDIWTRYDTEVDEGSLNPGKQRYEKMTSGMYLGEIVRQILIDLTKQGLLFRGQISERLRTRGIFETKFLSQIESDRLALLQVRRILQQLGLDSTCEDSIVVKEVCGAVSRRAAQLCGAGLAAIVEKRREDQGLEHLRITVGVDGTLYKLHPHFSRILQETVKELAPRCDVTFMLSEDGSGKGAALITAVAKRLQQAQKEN
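Incubation: 90 min at room temperature in dark / Material: recombinant HKDC1 (HK5) hexokinase enzyme, produced in-house / Quantity: enzyme 5 µg/mL final / Compound: one dose of 20 µM, 1% DMSO / Reagent: glucose and ATP substrates / Buffer or medium: Tris pH 8.0 buffer with MgCl2, Tween-20, BSA, BME / Technique: resorufin fluorescence at 613 nm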
* marks the source's active call; other numbers are inactive results. Compounds as they come; overall some 3.6% were active at least once.

SMILES	SENP6 block	PfG6PD inh	SENP8 block-1	Apaf-1 inh	SENP8 block-2	SENP7 inh	SENP1 FRET inh	HKDC1 inhibitor
Nc1ccc(-n2cnc3cc([N+](=O)[O-])ccc32)cc1	3.0	41.0	-4.0	7.3	31.4	7.5	1.1	-2.9
Nc1c(C(=O)Nc2ccc3c(c2)OCCO3)nnn1Cc1ccc(Cl)cc1	-6.9	0.3	7.0	4.8	14.6	-7.0	1.5	-2.3
Cc1c(Br)c([N+](=O)[O-])nn1CCCC(=O)Nc1sc2c(c1C#N)CCC2	-3.2	56.3	-6.7	12.8	4.6	0.6	-2.7	-8.2
CCN(CC)C(=O)CN1C(=O)C2(OCC(C)(c3ccccc3)CO2)c2ccccc21 (configuration not stated)	-1.6	12.1	-5.0	17.1	10.9	0.3	1.1	-8.7
C/C=C(\C)C(=O)NCCN1C2=NC[C@@H](Cc3ccccc3)N2C[C@H]1Cc1ccc(O)cc1	-4.6	2.8	-0.1	13.0	19.2	10.5	0.2	15.4
Cc1ccc(F)cc1NC(=O)Nc1cc(C(C)(C)C)nn1C	-26.5	11.4	-5.8	-7.4	34.6	3.8	1.7	-2.1
O=C(COc1ccccc1C(=O)NCC1CCCO1)Nc1ccc(Br)cc1 (configuration not stated)	-9.8	-6.1	-6.1	1.7	22.8	-6.5	1.9	0.1
Cc1ccc(C(=O)N2CCCN(c3nc4cc5c(cc4cc3C#N)OCO5)CC2)cc1	10.0	55.5	4.9	67.3*	-304.1	2.9	-25.8	22.7
Cc1ccc2nc(Cl)c(C3CC(c4cccs4)=NN3C(=O)CCC(=O)O)cc2c1 (configuration not stated)	-9.2	-24.6	-10.5	1.7	-125.7	-8.7	2.2	-0.3
O=C(O)c1ccccc1-n1c2ccccc2c2ccccc21	-3.9	-30.4	5.1	3.3	-113.4	2.3	2.0	1.1
O=C(CSc1nc2cc(Cl)ccc2s1)NCC1CCCO1 (configuration not stated)	-6.8	-12.1	0.2	8.3	9.3	-6.6	1.4	1.4
Cc1ccc(CN2CCCN(Cc3c(F)cccc3Cl)S2(=O)=O)cc1	6.4	-5.4	4.0	13.8	13.2	4.4	1.1	9.5

A second format for part of the listing above:
Results follow in this order: SENP6 block, PfG6PD inh, SENP8 block-1, Apaf-1 inh, SENP8 block-2, SENP7 inh, SENP1 FRET inh, HKDC1 inhibitor
Cc1ccc(F)cc1NC(=O)Nc1cc(C(C)(C)C)nn1C
    -26.5, 11.4, -5.8, -7.4, 34.6, 3.8, 1.7, -2.1
Nc1ccc(-n2cnc3cc([N+](=O)[O-])ccc32)cc1
    3.0, 41.0, -4.0, 7.3, 31.4, 7.5, 1.1, -2.9
CCN(CC)C(=O)CN1C(=O)C2(OCC(C)(c3ccccc3)CO2)c2ccccc21 (configuration not stated)
    -1.6, 12.1, -5.0, 17.1, 10.9, 0.3, 1.1, -8.7

The listing continues.
SMILES	SENP6 block	PfG6PD inh	SENP8 block-1	Apaf-1 inh	SENP8 block-2	SENP7 inh	SENP1 FRET inh	HKDC1 inhibitor
CN(C)C(=S)Nc1cccc(F)c1	-19.9	11.0	1.6	-27.2	12.4	-4.9	2.8	-4.5
COc1ccccc1CN1CC(C(=O)N(CCO)Cc2cccs2)CCC1=O (configuration not stated)	-9.8	10.3	4.2	3.0	5.8	4.3	0.1	7.3
COC(=O)c1ccccc1NC(=O)N1CSC[C@H]1C(=O)OC	-9.1	-2.7	-6.4	11.4	-16.7	-7.6	0.3	2.3
COc1ccc(N2CCN(C(c3ccccc3)c3nnnn3Cc3ccc(F)cc3)CC2)cc1 (configuration not stated)	-22.5	28.4	-7.2	28.2	14.8	-7.6	0.6	0.0
O=C(O/N=C(/c1ccccc1)c1ccncc1)c1ccc(F)cc1	-18.0	5.0	-8.5	9.2	4.4	-8.0	4.0	-7.0
COc1ccc(S(=O)(=O)N2CCCCCC2)cc1NC(=O)CC1OC(=O)c2ccccc21 (configuration not stated)	9.5	-10.4	-6.8	18.2	9.9	4.9	4.1	-6.4
COc1cccc(CC(=O)Nc2cc(S(=O)(=O)N3CCOCC3)ccc2N2CCN(C)CC2)c1	1.2	-3.5	-5.8	-1.2	9.4	3.9	3.1	-4.9
COc1ccc(Cl)cc1NC(=O)CN(C)C(=O)c1sccc1-c1ccccc1	-6.1	3.7	-2.6	25.9	6.9	3.7	2.5	7.2
COC(=O)CSc1nnc(CNC(=O)Cc2ccccc2)n1-c1ccccc1OC	-0.5	-3.9	-0.2	-20.3	10.4	-5.4	1.0	-8.8
COC(=O)c1c(NC(=O)CN2CCC3(O)CCCCC3C2c2ccc(OC)cc2OC)sc(C)c1C (configuration not stated)	-7.4	38.0	3.1	21.1	-96.1	0.4	-6.7	5.3
CCOc1ccc2c(c1)C(c1cccs1)=NNC(c1cccnc1)=N2	-1.7	-2.5	1.9	7.7	-3.9	5.5	-3.2	-11.0
CCOc1ccc(-c2nnn(CC(=O)NCc3ccc(OC)cc3)n2)cc1OCC	-12.9	-1.6	5.9	-24.8	3.6	7.5	0.7	-14.1
CCN(CC(=O)Nc1c(F)cccc1F)C(=O)Cc1ccc2c(c1)OCCO2	-0.8	-1.2	-10.6	7.0	19.7	-5.7	0.2	-3.6
CCOc1cc(C(=S)N2CCOCC2)ccc1O	-18.2	58.5	5.1	-1.5	24.6	7.3	-0.2	-9.9
CCNc1nnc(-c2ccncc2)s1	26.8	-12.9	-4.2	-5.7	-328.7	15.6	2.1	-4.2
CCC1(CC)NC(=O)N(CC(=O)OCC(=O)Nc2ccc(OC(F)(F)F)cc2)C1=O	-8.9	3.2	-11.1	-0.9	1.9	-7.3	0.9	1.0
O=C(CSc1nnc2ccccn12)NCc1cccs1	1.9	-14.1	1.4	-7.4	17.5	6.1	0.0	4.0
O=C(CSc1nnc(CNC(=O)c2cccs2)o1)Nc1ccccc1C(F)(F)F	-23.3	7.2	-12.2	-13.2	12.1	3.3	1.7	-3.6
C=CCOC(=O)C1=C[C@@H](c2ccc(Br)cc2)[C@H](CCCO)[C@@H](OCC)O1	-7.3	-0.9	-9.3	16.3	-0.4	11.7	0.6	0.6
Cc1cccc(NC(=O)CC2NCCNC2=O)c1 (configuration not stated)	-8.7	-6.4	2.4	-4.3	16.6	3.1	-0.9	-6.3
COc1ccccc1/C=C(/C(=O)OCC(=O)NCc1ccccc1)c1ccccc1	1.2	0.0	5.2	9.1	-3.4	-1.1	-0.3	-13.5
Clc1nc(NC2CCCC2)nc(N2CCOCC2)n1	0.3	14.0	-5.7	-14.2	9.5	1.0	-2.1	0.6
Cc1ccc(S(=O)(=O)Nc2ccc3ccccc3n2)cc1	-2.9	3.7	3.7	-2.2	-339.3	1.1	0.1	-2.1
Cc1cc(O)c(C(C)C)cc1N=Cc1ccccc1O	-0.4	102.8*	3.5	36.4	82.4*	7.2	8.3	21.3

Given with values under each structure: 3 of the compounds above.
Each structure is followed by: SENP6 block, PfG6PD inh, SENP8 block-1, Apaf-1 inh, SENP8 block-2, SENP7 inh, SENP1 FRET inh, HKDC1 inhibitor
COc1ccccc1/C=C(/C(=O)OCC(=O)NCc1ccccc1)c1ccccc1
→ 1.2, 0.0, 5.2, 9.1, -3.4, -1.1, -0.3, -13.5
CCN(CC(=O)Nc1c(F)cccc1F)C(=O)Cc1ccc2c(c1)OCCO2
→ -0.8, -1.2, -10.6, 7.0, 19.7, -5.7, 0.2, -3.6
C=CCOC(=O)C1=C[C@@H](c2ccc(Br)cc2)[C@H](CCCO)[C@@H](OCC)O1
→ -7.3, -0.9, -9.3, 16.3, -0.4, 11.7, 0.6, 0.6

Going on with the list.
SMILES	SENP6 block	PfG6PD inh	SENP8 block-1	Apaf-1 inh	SENP8 block-2	SENP7 inh	SENP1 FRET inh	HKDC1 inhibitor
O=C(O)CC(Cc1ccc(Cl)cc1)C(=O)Nc1ccccc1 (configuration not stated)	-37.4	-5.6	-8.3	3.1	10.2	-7.7	3.4	-3.2
Cc1ccc(S(=O)(=O)N2CCCC(C(=O)NCCc3ccccc3)C2)cc1 (configuration not stated)	10.3	0.6	-0.4	4.2	-3.1	0.6	-0.1	-4.5
O=C(CCn1cnc(-c2ccccc2)c1-c1ccccc1)N/N=C/c1ccccc1O	-0.6	-3.8	-0.5	34.1	-138.1	2.2	-6.6	6.8
CC(C)c1nc(SCC(=O)Nc2nccs2)c2ccccc2n1	-15.0	43.3	0.2	2.5	10.8	-4.2	1.0	-1.3
CC1S/C(=N/N=C2CCC(C(C)(C)C)CC2)NC1=O (configuration not stated)	-0.4	-5.3	-4.1	2.8	13.4	-4.3	-2.2	-8.4
COC(=O)C1=C(C)N=C2SC(C)C(=O)N2C1c1cccs1 (configuration not stated)	0.5	3.8	0.1	2.9	1.7	2.4	-2.6	-2.3
O=C(N=C1SC2CS(=O)(=O)CC2N1c1cc(Cl)ccc1Cl)C1CCCO1 (configuration not stated)	-22.0	-12.3	-14.5	3.9	1.0	-11.0	-0.9	-4.9
N/C(=N\OC(=O)CCCOc1ccccc1)c1ccc([N+](=O)[O-])cc1	1.7	9.6	3.7	7.5	14.7	1.0	0.2	-4.3
COCCCNC(=S)N/N=C/c1ccc(N(C)C)cc1Cl	-25.8	1.0	1.4	2.2	-436.5	6.8	-55.5	-1.2
Cc1csc2ncc(C(=O)NC(C)c3ccccc3)c(=O)n12 (configuration not stated)	-16.6	15.6	0.8	1.3	-392.5	-0.1	-145.9	-2.6
Cc1ccc(C(C)C)c(OCCNCc2ccccc2)c1	-3.3	17.8	2.8	8.7	16.0	6.3	-2.4	1.3
Cc1cccc(-c2noc(-c3ccc(F)cc3)n2)c1	94.2*	-0.9	46.4	1.2	24.0	94.2*	1.7	-0.6
COC(=O)CCCC(=O)N1CCOCCN(C(=O)CCCC(=O)OC)CCOCC1	-10.4	10.1	-11.1	1.5	20.4	-7.6	1.5	-4.1
CC(CNC(=O)CCS(=O)(=O)c1ccc2c(c1)NC(=O)CO2)c1ccccc1 (configuration not stated)	4.9	5.6	6.1	2.9	15.1	-1.7	-7.6	-7.6
Cc1cc(NC(=O)CSc2nnc(-c3ccncc3)n2N)ccc1Br	7.3	5.6	-1.7	16.8	13.5	2.2	1.7	-0.2
C/C(=N\Nc1nncc2ccccc12)c1ccc(Cl)c([N+](=O)[O-])c1	1.2	-9.4	5.5	-9.7	12.6	5.3	5.0	-5.6
Fc1ccc(-c2cc(C(F)(F)C(F)F)[nH]n2)cc1	-2.9	25.9	-9.2	-8.0	20.3	0.8	-0.3	-4.9
Cc1ccc(-c2nc(-c3cccnc3)sc2CC(=O)O)cc1	-7.6	-4.2	-2.6	-1.6	-63.6	2.5	1.1	-0.4
COc1ccc(OC)c(N(CC(=O)N2CCC(C)CC2)S(=O)(=O)c2ccc(OC)c(OC)c2)c1	7.1	-5.5	-2.7	0.1	31.3	-0.1	0.3	1.9
COc1ccc(N2CC(C(=O)N/N=C/c3c[nH]c4ccccc34)CC2=O)cc1 (configuration not stated)	-18.8	-2.8	-9.7	-2.8	10.5	-4.1	1.1	-8.4
Cc1ccc(C2CCN(C(=S)NC(C)C)C2)cc1 (configuration not stated)	-21.9	-2.8	-2.3	-3.5	8.4	4.4	-0.4	-4.7
Cc1ccc(S(=O)(=O)n2ccc3c2CCCC3=O)cc1	14.8	3.6	-0.1	10.5	6.0	7.2	1.6	-3.9
